# Rac1 GTP hydrolysis: MgcRacGAP GTPase-activating activity inhibitors, confirmation, biochemical, ADP Hunter fluorescence. MgcRacGAP-stimulated Rac1 GTP hydrolysis, ADP Hunter fluorescence; higher % means a stronger effect; GST-tagged Rac1 F28L mutant substrate. hit rate 0.6% among 340,000. one-dose inhibition, % at 30 µM; IC50 in µM for titrated hits. AID 624330, 2012. Rac GTPase-activating protein 1 (Homo sapiens);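 active means first-screen hits whose inhibition reached a set limit at any dose in the follow-up dose series; inconclusive means inhibition above the set first-screen limit but never retested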;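 further: fluorescence reports GDP produced by GAP-driven GTP hydrolysis; strong numbers were not always called active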
# NTR1 agonist: agonists of NTR1, primary screen, imaging, U2OS cells, beta-arrestin-GFP, high content (AID 493036) | Neurotensin receptor type 1 (Homo sapiens), P30989 | activation, % at 20 µM | hit rate 0.17% among 330,000 | NTR1-U2OS beta-arrestin-GFP spot imaging, agonist mode;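 active means activation at or above 40% of the spot to cytoplasm intensity ratio, with at least 20 cells analyzed; inconclusive means wells under 20 cells, flagged as cytotoxic or low count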;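 further: 0% = DMSO without peptide and 100% = 100 nM NTR1 peptide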
# Target sequence (P30989 whole entry, looked up): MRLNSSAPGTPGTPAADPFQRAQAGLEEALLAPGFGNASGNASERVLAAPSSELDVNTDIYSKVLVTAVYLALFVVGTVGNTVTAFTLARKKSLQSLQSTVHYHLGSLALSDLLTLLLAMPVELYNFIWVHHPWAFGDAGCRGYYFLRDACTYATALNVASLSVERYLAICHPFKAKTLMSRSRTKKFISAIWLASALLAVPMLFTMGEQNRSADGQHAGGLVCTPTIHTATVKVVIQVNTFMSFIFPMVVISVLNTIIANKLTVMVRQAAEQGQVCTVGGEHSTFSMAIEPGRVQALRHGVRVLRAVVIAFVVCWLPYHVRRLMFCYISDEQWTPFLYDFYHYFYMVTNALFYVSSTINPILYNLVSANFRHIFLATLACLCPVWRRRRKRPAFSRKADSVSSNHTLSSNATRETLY
# Dengue-2 NS5 capping: Dengue-2 NS5 methyltransferase inhibitors, primary screen, biochemical, confirmation dose response (AID 588689); Dengue-2 NS5 methyltransferase capping enzyme assay, biochemical; higher % means a stronger effect; Genome polyprotein (Dengue virus type 2 (strain 16681-PDK53)); inhibition, % at 25 µM; hits with a dose series show IC50 in µM; hit rate 0.3% among 340,000; in the data active means a potency from the dose series; inconclusive means inhibition above about 29% without an active follow-up result
# NTR1 agonist cell count 20 µM: recorded beside NTR1 agonist, whose call it bears; cell count; measured here: cell count, cytotoxicity flag
# Dengue-2 NS5 capping pilot replicate: second read-out of Dengue-2 NS5 capping, no call of its own (marks repeat the call); inhibition, %; measured here: pilot screen replicate inhibition
# Numbers without * were called inactive; ? = inconclusive.
# Start of the data: the first 19 compounds as a preview:
SMILES,Rac1 GTP hydrolysis,NTR1 agonist,NTR1 agonist cell count 20 µM,Dengue-2 NS5 capping,others
COCCNC(=S)Nc1ccc(N2CCOCC2)c(S(=O)(=O)Nc2ccccc2OC)c1,5%,3.2,61,1%,
Cc1ccnc(NC(=O)c2cccc(S(=O)(=O)Nc3ccc(C)cc3C)c2)c1,3%,3.1,62,-2%,
CSc1ccccc1C(=O)OCC(=O)Nc1cccnc1Cl,4%,-2.0,45,7%,
COc1ccc(-c2cc3cc4c(cc3cn2)OCO4)cc1,3%,-1.1,43,-4%,
CN(C)CCN=Cc1c(O)n(-c2ccc(S(=O)(=O)N3CCOCC3)cc2)c(=O)c2ccccc12,5%,1.4,69,-5%,
CSc1nc(N)nc2c1ncn2CC(=O)NCC(c1ccccc1)c1ccccc1,7%,-0.7,55,-6%,Dengue-2 NS5 capping pilot replicate=-8.8
COc1ccc(N2CCN(C(=O)[C@H](C)N3C(=O)C4CC=CCC4C3=O)CC2)cc1 (stereo partly drawn),12%,0.4,68,-5%,
O=C(CN1c2cccc3cccc(c23)S1(=O)=O)Nc1ccccc1Br,9%,-1.1,64,-1%,
C=CC[C@@H](CC(=O)N(CCO)Cc1ccccc1)C(=O)N[C@@H](C)COC(=O)[C@@H](CC=C)CC(=O)OC(C)(C)C,-2%,-1.2,59,7%,
CC[C@]12c3[nH]c4ccccc4c3CCN1C(=O)C(CC(=O)NC/C=C(\C)CCC=C(C)C)C[C@@H]2C(=O)N1CCN(C(=O)c2ccco2)CC1 (stereo partly drawn),8%,5.5,49,-1%,Dengue-2 NS5 capping pilot replicate=-5.8
CC(C)COc1ccc(C(=O)OCC(=O)NCc2cccs2)cc1,0%,-1.6,68,-5%,
COc1ccccc1C(=O)NCC(=O)OCC(=O)Nc1nnc(-c2ccccc2)o1,13%,1.3,55,-1%,
COc1ccc(CNC(=O)CSC(=S)N2CCCC2)cc1,8%,-0.3,59,1%,
CN(CC(=O)Nc1cccc(F)c1)CC(=O)Nc1cccc2ccccc12,6%,-1.0,46,-11%,
O=C(COc1ccc2ccc(=O)oc2c1)Nc1ccc(N2CCCCC2)cc1,4%,-1.1,83,-10%,
CCOC(=O)c1c(C)[nH]c(C)c1C(=O)COC(=O)CCc1ccccc1,12%,-1.8,54,-4%,
O=C(NCc1cc(C(F)(F)F)ccc1Cl)c1cccc2c1C(=O)c1ccc(N3CCCCC3)cc1S2(=O)=O,5%,1.2,58,?,
C=CCC[C@@H](Cc1ccc(F)cc1)C(=O)OC[C@H](Cc1c[nH]c2ccccc12)NC(=O)[C@H](CC=C)CC(=O)NCCO,3%,15,64,-9%,
COc1cc(OC)cc(C(=O)N[C@H](C(=O)OCC(=O)c2ccc(C)c([N+](=O)[O-])c2)C(C)C)c1,0%,2.9,55,-5%,

# The list itself, repeating the preview:
SMILES,Rac1 GTP hydrolysis,NTR1 agonist,NTR1 agonist cell count 20 µM,Dengue-2 NS5 capping,others
COCCNC(=S)Nc1ccc(N2CCOCC2)c(S(=O)(=O)Nc2ccccc2OC)c1,5%,3.2,61,1%,
Cc1ccnc(NC(=O)c2cccc(S(=O)(=O)Nc3ccc(C)cc3C)c2)c1,3%,3.1,62,-2%,
CSc1ccccc1C(=O)OCC(=O)Nc1cccnc1Cl,4%,-2.0,45,7%,
COc1ccc(-c2cc3cc4c(cc3cn2)OCO4)cc1,3%,-1.1,43,-4%,
CN(C)CCN=Cc1c(O)n(-c2ccc(S(=O)(=O)N3CCOCC3)cc2)c(=O)c2ccccc12,5%,1.4,69,-5%,
CSc1nc(N)nc2c1ncn2CC(=O)NCC(c1ccccc1)c1ccccc1,7%,-0.7,55,-6%,Dengue-2 NS5 capping pilot replicate=-8.8
COc1ccc(N2CCN(C(=O)[C@H](C)N3C(=O)C4CC=CCC4C3=O)CC2)cc1 (stereo partly drawn),12%,0.4,68,-5%,
O=C(CN1c2cccc3cccc(c23)S1(=O)=O)Nc1ccccc1Br,9%,-1.1,64,-1%,
C=CC[C@@H](CC(=O)N(CCO)Cc1ccccc1)C(=O)N[C@@H](C)COC(=O)[C@@H](CC=C)CC(=O)OC(C)(C)C,-2%,-1.2,59,7%,
CC[C@]12c3[nH]c4ccccc4c3CCN1C(=O)C(CC(=O)NC/C=C(\C)CCC=C(C)C)C[C@@H]2C(=O)N1CCN(C(=O)c2ccco2)CC1 (stereo partly drawn),8%,5.5,49,-1%,Dengue-2 NS5 capping pilot replicate=-5.8
CC(C)COc1ccc(C(=O)OCC(=O)NCc2cccs2)cc1,0%,-1.6,68,-5%,
COc1ccccc1C(=O)NCC(=O)OCC(=O)Nc1nnc(-c2ccccc2)o1,13%,1.3,55,-1%,
COc1ccc(CNC(=O)CSC(=S)N2CCCC2)cc1,8%,-0.3,59,1%,
CN(CC(=O)Nc1cccc(F)c1)CC(=O)Nc1cccc2ccccc12,6%,-1.0,46,-11%,
O=C(COc1ccc2ccc(=O)oc2c1)Nc1ccc(N2CCCCC2)cc1,4%,-1.1,83,-10%,
CCOC(=O)c1c(C)[nH]c(C)c1C(=O)COC(=O)CCc1ccccc1,12%,-1.8,54,-4%,
O=C(NCc1cc(C(F)(F)F)ccc1Cl)c1cccc2c1C(=O)c1ccc(N3CCCCC3)cc1S2(=O)=O,5%,1.2,58,?,
C=CCC[C@@H](Cc1ccc(F)cc1)C(=O)OC[C@H](Cc1c[nH]c2ccccc12)NC(=O)[C@H](CC=C)CC(=O)NCCO,3%,15,64,-9%,
COc1cc(OC)cc(C(=O)N[C@H](C(=O)OCC(=O)c2ccc(C)c([N+](=O)[O-])c2)C(C)C)c1,0%,2.9,55,-5%,
CCOC(=O)Cc1csc(SCC(=O)N2CCN(c3ccccc3)CC2)n1,-10%,1.5,63,4%,
Cn1c(N)c(C(=O)CSc2nnc(C3CC3)n2Cc2ccccc2)c(=O)[nH]c1=O,3%,-2.1,45,-10%,
CC(=O)c1cc2c(cc1NC(=O)CN(C)S(=O)(=O)c1cccs1)OCO2,-2%,-0.6,57,-1%,
CCN(C(=O)COC(=O)c1ccccc1O)c1nc2ccccc2s1,0%,12,73,1%,
C[C@@]12C(=O)Nc3cc(F)c(F)cc3C(=O)N1[C@H]1c3cc(Cl)ccc3OC[C@@H]1[C@@H]2c1ccccc1,10%,-0.8,72,3%,
COc1cccc(/C=N/NC(=O)CN(C)S(=O)(=O)c2ccccc2)c1OC,1%,-2.6,49,-10%,
CCn1nc(C(=O)N2CCc3ccccc32)c2ccccc2c1=O,7%,-0.7,53,-1%,
Cc1ccc(S(=O)(=O)N(C)CC(=O)OCC(=O)NCCc2ccc(S(N)(=O)=O)cc2)cc1,4%,0.3,64,-4%,
O=C(COc1ncnc2ccccc12)NC1CCCC1,-1%,-1.1,56,-8%,
CC(C)NC(=O)N(C)C[C@H]1Oc2c(NC(=O)Nc3ccccc3)cccc2C(=O)N([C@H](C)CO)C[C@@H]1C,8%,-1.5,65,-59%,
O=C(COc1ccc(Br)cc1)N1CCN(c2ncccn2)CC1,9%,1.8,71,-3%,
O=C(COc1ccccc1)Nc1nc(-c2cccnc2)cs1,6%,-0.6,67,-5%,
C[C@H](CO)N1C[C@H](C)[C@@H](CN(C)S(=O)(=O)c2ccccc2)Oc2c(NC(=O)Nc3ccccc3)cccc2C1=O,4%,0.2,61,-43%,Dengue-2 NS5 capping pilot replicate=-25
COc1cccc(OC)c1C(=O)OCC(=O)NCc1ccco1,6%,-0.8,58,-3%,
CC(C)(C)N(Cc1ccccc1)C(=O)COC(=O)c1ccc(Br)o1,6%,-1.7,67,-16%,
CCOc1cc(N2CCOCC2)c(OCC)cc1NC(=O)COC(=O)c1c(CC)noc1C,-1%,1.6,78,-1%,
CC1CCN(CC(=O)Nc2ccc3c(c2)OCO3)CC1,5%,-0.7,62,-1%,
Cc1ccc(C)c(C(=O)CCC(=O)N2CCN(c3cccc(C(F)(F)F)c3)CC2)c1,-1%,0.3,55,-3%,
C1=C[C@@H]2CCN(Cc3ccccc3)Cc3cccc(c32)C1,-5%,3.5,51,5%,
CCN(CCS(=O)(=O)c1ccc(Cl)cc1)Cc1nc2ccccc2c(=O)[nH]1,3%,1.5,60,-7%,
CC(C)CC1(C)NC(=O)N(CC(=O)Nc2ccc3c(c2)OCCO3)C1=O (stereo not drawn),9%,5.3,51,-9%,
CN(C(=O)CSc1ncnc2sc3c(c12)CCCC3)C1CCS(=O)(=O)C1 (stereo not drawn),0%,-0.4,74,-2%,
CC(=O)Nc1ccc(C(=O)OCC(=O)N2CC3(C)CC2CC(C)(C)C3)cc1 (stereo not drawn),-14%,-0.7,60,9%,
CCc1ccc([C@H]2C(C(=O)O)=C[C@@H](CC3CCCC3)N2S(=O)(=O)c2ccc(C)cc2)cc1,2%,3.4,55,17%,Dengue-2 NS5 capping pilot replicate=-0.9
CSc1ccccc1C(=O)N1CCN(S(=O)(=O)c2sc(C(=O)O)c(C)c2C(=O)O)CC1,7%,0.6,59,3%,
COc1ccc(C(CNS(=O)(=O)c2cccc(F)c2)N2CCCC2)cc1 (stereo not drawn),6%,0.2,51,13%,

# The list is partial. The share of hits here may be higher or lower than overall.
